Peg3 prom inh = reduces Peg3 promoter-driven luciferase expression in HeLa; AID 588405; HeLa PEG-Prom luciferase reporter, luminescence, overnight; inhibition, % at 20 µM; actives 1.7% (n = 360,000);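 active = inhibition of at least 50% at 20 µM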
NR2E3 ag-1 = agonists of human NR2E3 nuclear receptor; Q9Y5X4; CHO-S Gal4-NCOR/VP16-NR2E3 two-hybrid, luciferase; inhibition of corepressor binding, % at 3.98 µM; actives 0.35% (n = 360,000); AID 602229;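 active = inhibition above the mean of all tested compounds plus 3 SD, cut at about 70% in these data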;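 also: 0% = DMSO with NR2E3 transfected cells and 100% = cells lacking NR2E3 construct; higher means lower luciferase signal from less NR2E3 corepressor binding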
Target sequence (Q9Y5X4 whole entry, looked up, the tested form may be a part): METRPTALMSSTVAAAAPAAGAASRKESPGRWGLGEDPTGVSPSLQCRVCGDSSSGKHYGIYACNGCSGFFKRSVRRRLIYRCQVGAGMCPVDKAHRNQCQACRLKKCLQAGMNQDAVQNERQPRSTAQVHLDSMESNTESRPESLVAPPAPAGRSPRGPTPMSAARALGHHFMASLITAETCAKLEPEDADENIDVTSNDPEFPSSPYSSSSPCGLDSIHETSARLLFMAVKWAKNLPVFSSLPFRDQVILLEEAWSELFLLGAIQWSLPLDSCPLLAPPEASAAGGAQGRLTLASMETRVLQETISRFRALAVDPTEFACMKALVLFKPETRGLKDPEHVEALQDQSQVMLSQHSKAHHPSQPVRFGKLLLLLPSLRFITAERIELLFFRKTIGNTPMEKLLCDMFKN
HIF-2a inh = HIF-2a inhibition; 786-0 RCC cells HIF-2a reporter, luciferase luminescence, overnight; inhibition, % at 18.8 µM; actives 0.72% (n = 360,000);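 active = inhibition of the luminescence signal of 40% or more relative to plate controls, in a single-dose primary screen at 18.75 µM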
H9c2 protect = modulators protecting cardiomyocytes from myocardial damage; H9c2 cardiomyocytes, H2O2 injury protection, ATPLite, 2 h; protection from H2O2 cell death, % at 20 µM; actives 0.63% (n = 360,000);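 active = compounds giving at least 50% protection of heart cells from peroxide-induced death in the single-dose screen, raw or plate-pattern-corrected value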;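 also: 0% = DMSO wells with peroxide and 100% = DMSO wells without peroxide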
PDI inh = blocks human protein disulfide isomerase activity. AID 588391. PDI insulin aggregation turbidity, A650, 90 min. actives 0.052% (n = 350,000). P07237. inhibition, % at 10 µM;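 active = mean inhibition across replicates of 30% or more, whatever share of single replicates reach that level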;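 also: absorbance from insulin aggregation driven by PDI reduction with DTT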
NR2E3 ag-2 = activates human photoreceptor nuclear receptor NR2E3. GST-NR2E3/biotin-RetCOR TR-FRET, 1536-well. AID 2300. actives 0.12% (n = 320,000). Q9Y5X4. inhibition of corepressor binding, % at 4.78 µM;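 active = percent inhibition above the cutoff of mean plus 3 SD of all tested compounds, set per screening campaign, cut at about 20% in these data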;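 also: 0% = DMSO wells and 100% = biotin wells as full block of FRET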
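Material: NR2E3–RetCOR corepressor complex / Incubation: Compound–protein incubation for 5 h at 4 °C / Dosing: compound at 4.8 µM, single dose / Detection: time-resolved FRET / Benchmarks: high control biotin, low control 0.6% DMSO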
HTR2A ag = agonists of mouse serotonin 5-HT2A receptor (HTR2A); activation, % at 7.6 µM; actives 0.66% (n = 360,000); CHO-K1 mHTR2A beta-arrestin complementation, luminescence; percent of 30 µM serotonin response;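 active = activation above a run cutoff, the mean activation of all tested compounds plus 3 SD, cut at about 14% in these data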;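 also: 0% = plate median of compound wells and 100% = 30 µM serotonin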
Target sequence (P35363 whole entry, looked up): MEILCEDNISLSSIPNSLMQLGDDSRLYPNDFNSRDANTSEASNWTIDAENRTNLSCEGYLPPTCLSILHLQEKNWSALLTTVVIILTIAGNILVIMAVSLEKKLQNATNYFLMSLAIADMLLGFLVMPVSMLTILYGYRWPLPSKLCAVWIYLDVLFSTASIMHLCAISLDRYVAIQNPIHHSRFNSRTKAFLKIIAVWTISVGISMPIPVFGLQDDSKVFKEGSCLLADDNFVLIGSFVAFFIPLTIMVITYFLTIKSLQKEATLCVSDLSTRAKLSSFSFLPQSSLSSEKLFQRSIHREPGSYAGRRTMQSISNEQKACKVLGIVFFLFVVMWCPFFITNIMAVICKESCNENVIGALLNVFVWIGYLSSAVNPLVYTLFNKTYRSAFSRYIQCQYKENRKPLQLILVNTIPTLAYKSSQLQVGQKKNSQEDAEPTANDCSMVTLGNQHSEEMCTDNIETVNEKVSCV
Shn3 3UTR inh = Schnurri-3 reporter inhibition in Clone20 osteoblasts | Clone20 osteoblast Shn3 3'UTR firefly luciferase, 24 h | inhibition, % at 12.5 µM | actives 0.52% (n = 360,000);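 active = mean inhibition of at least 75% with every replicate also reaching 75%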;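 also: 0% = median of neutral control wells and 100% = pilot-screen positive control compound; some compounds past the cut are filed as inactive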
TRPM1 prom inh = MITF TRPM1 promoter inhibition in SK-MEL-5 cells. SK-MEL-5 TRPM1 promoter luciferase, 24 h. inhibition, % at 12.5 µM. actives 0.83% (n = 330,000). AID 488899;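 active = mean inhibition across replicates of 60% or more, whatever share of single replicates reaches that level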; also: values of inactives mirror those of a sister screen read the other way
CaV13 FRET inh = Disruptors of the CACNA1D IQ motif to Ca2+-dependent inactivation inhibitor domain association, primary screening, Förster resonance energy transfer in intact living …; HEK cells, CFP/YFP FRET ICDI-IQ, plate reader, 10 min; percent FRET-ratio fall versus neutral wells; inhibition, % at 12.3 µM; actives 0.098% (n = 340,000); AID 743397;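 active = mean replicate inhibition of at least 30% and at least 1% of replicates passing that level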;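 also: 0% = median of the neutral control wells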
hiPSC survival = hiPSC single-cell survival enhancement. ATPlite luminescence; 100% = ROCK inhibitor wells, 0% = DMSO. survival enhancement, % at 20 µM. actives 0.044% (n = 360,000); in the data active = survival enhancement above about 18%;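 also: cells exposed to compounds for 16 hours before the ATP read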
* marks the source's active call; other numbers are inactive results; / = not tested or not shown.

The line under a structure holds: Peg3 prom inh	NR2E3 ag-1	HIF-2a inh	H9c2 protect	PDI inh	NR2E3 ag-2	HTR2A ag	Shn3 3UTR inh	TRPM1 prom inh	CaV13 FRET inh	hiPSC survival
1	CCN(CC)CCN(CC(=O)N(C1CCCCC1)C1CCCCC1)C(=O)c1cccnc1
 : -5	-16	14	2	-2	1	-2	4	-3	-2	2.3
2	CSCC[C@H](NC(=O)c1cccs1)c1nnc2ccccn12
 : 13	-4	4	2	2	3	0	0	-3	-3	0.0
3	CCOc1cc(/C=C(/C#N)c2ccc(Cl)cc2)cc(Cl)c1OCC(=O)O
 : 47	60	92*	-13	-1	/	7	55	98*	1	-1.9
4	Cn1c(=O)c2c(nc(CN3CCN(C(c4ccccc4)c4ccccc4)CC3)n2CCCO)n(C)c1=O
 : 8	-17	19	5	-2	2	1	15	-1	-10	-0.4
5	COc1ccc(CCNC(=O)c2ccc(CN3CCC(Cc4ccccc4)CC3)cc2)cc1OC
 : 28	-10	13	-3	0	-6	1	22	1	-18	-1.0
6	CC(C)NS(=O)(=O)c1ccc(NC(=O)Cc2cccs2)cc1
 : -43	-17	-54	0	11	-1	-7	-26	0	-6	-0.5
7	O=S(=O)(CCNCc1ccccc1)NC1CCCCC1
 : -3	-2	4	1	-5	/	0	-13	0	-9	1.1
8	c1ccc2c(-c3nnc4n3CCCCC4)cc(-c3ccncc3)nc2c1
 : -1	20	25	-1	1	0	0	12	25	-6	1.4
9	OCC[C@H]1C[C@@H](O)[C@H](O)[C@@]2(OCc3ccccc32)O1
 : -2	-15	15	10	-25	-1	11	-2	-10	-9	1.1
10	CCCCc1ccc(NC(=O)c2ccc(N(C)S(C)(=O)=O)cc2)cc1
 : 7	16	-4	-7	0	2	3	12	26	-3	-0.2
11	CC(C)C(NS(=O)(=O)c1ccc2c(c1)oc(=O)n2C)C(=O)N1CCN(Cc2ccccc2)CC1 (centres undefined)
 : 0	-35	-3	4	-3	5	-1	2	-6	8	-1.4
12	CCCC(=O)c1c(C)c2ccccc2n1C
 : -3	-6	9	-1	10	1	-1	10	0	-6	3.6
13	COC(=O)CSc1nc2cc(C)cc(C)c2cc1C#N
 : -236	-10	-213	-2	-4	2	4	-50	-51	/	0.8
14	Nc1ncnc2c1ncn2[C@@H]1O[C@H](CNCc2ccc(-n3cccn3)cc2)[C@@H](O)[C@H]1O
 : 13	-2	7	8	-9	/	3	6	-5	/	0.7
15	CN1CCN(C(=O)c2cc(-c3ccccc3)on2)CC1
 : -152	-60	-182	0	-4	-1	0	-49	-63	-5	-0.8
16	CCCC(C(=O)NC(C)(C)C)N(CCN1CCOCC1)C(=O)CNS(=O)(=O)c1ccccc1 (centres undefined)
 : 0	-6	4	3	-20	1	2	-13	5	-7	-0.2
17	O=C(c1ccc(S(=O)(=O)c2ccccc2Cl)c([N+](=O)[O-])c1)N1CCN(Cc2ccccc2)CC1
 : 27	5	13	-17	1	1	2	83	76*	-5	-1.3
18	Cc1cc(C)c(C#N)c(Sc2ccc(N)cc2)n1
 : 6	-5	-12	14	-2	-2	0	-19	3	-3	0.2
19	CN(c1ccccc1C(=O)Nc1cccc(Br)c1)S(=O)(=O)c1ccccc1
 : 21	-3	16	4	-5	-1	-1	-7	-10	-19	-0.7
20	O=C(NCc1ccc(Cl)cc1)c1nccnc1CO
 : 1	-11	20	6	3	/	-3	-3	7	-19	-0.1
21	COc1ccc(S(=O)(=O)Nc2nc(C(F)(F)F)cs2)cc1
 : 15	-9	8	6	17	0	-4	-11	3	/	0.3
22	O=C(O)c1ccc(CNC(=O)c2ccc3c(c2)C(=O)N(Cc2cccnc2)C3=O)cc1
 : 7	7	0	4	-2	/	3	12	7	/	-0.4
23	CC(C)(C)OC(=O)C[C@@H]1C/C=C\C[C@@H](CC(=O)N[C@H](CO)Cc2ccccc2)C(=O)N2CCC[C@@H]2COC1=O
 : -8	4	6	10	-4	/	5	6	-1	-6	-0.8
24	Cc1ccc(Nc2c3c(nc4ncnn24)CCC3)cc1
 : 18	9	20	2	-3	2	-2	0	24	-3	5.8
25	COc1ccc(CN(C)S(=O)(=O)c2c(C)noc2C)cc1OC
 : -1	3	8	-6	-1	4	0	-11	/	-18	0.2
26	COc1cc(C(C)=O)ccc1OCC(=O)N1CCC(Cc2ccccc2)CC1
 : 9	9	19	-5	5	/	8	12	/	-13	3.0
27	COc1n[nH]c2nncnc12
 : 0	-1	25	1	7	-2	3	-19	17	/	-1.6
28	O=C(Nc1nc2ccccc2s1)Nc1ccc(F)cc1F
 : -326	-148	-263	-12	-4	0	2	-54	-76	-4	0.0
29	COc1cc(-c2c(NC(=O)c3ccco3)oc3c(C)cccc3c2=O)cc(OC)c1OC
 : 5	-18	7	4	6	1	3	-14	3	-7	-0.5
30	Oc1ccc(-c2n[nH]c(=S)n2Cc2ccccc2)cc1
 : 6	-23	13	12	16	3	4	8	-11	/	-1.0

Among those listed so far, 3 have a Cl atom:
The line under a structure holds: Peg3 prom inh	NR2E3 ag-1	HIF-2a inh	H9c2 protect	PDI inh	NR2E3 ag-2	HTR2A ag	Shn3 3UTR inh	TRPM1 prom inh	CaV13 FRET inh	hiPSC survival
3	CCOc1cc(/C=C(/C#N)c2ccc(Cl)cc2)cc(Cl)c1OCC(=O)O
 : 47	60	92*	-13	-1	/	7	55	98*	1	-1.9
17	O=C(c1ccc(S(=O)(=O)c2ccccc2Cl)c([N+](=O)[O-])c1)N1CCN(Cc2ccccc2)CC1
 : 27	5	13	-17	1	1	2	83	76*	-5	-1.3
20	O=C(NCc1ccc(Cl)cc1)c1nccnc1CO
 : 1	-11	20	6	3	/	-3	-3	7	-19	-0.1

3 compounds from above, arranged by length of the SMILES, ascending:
The line under a structure holds: Peg3 prom inh	NR2E3 ag-1	HIF-2a inh	H9c2 protect	PDI inh	NR2E3 ag-2	HTR2A ag	Shn3 3UTR inh	TRPM1 prom inh	CaV13 FRET inh	hiPSC survival
26	COc1cc(C(C)=O)ccc1OCC(=O)N1CCC(Cc2ccccc2)CC1
 : 9	9	19	-5	5	/	8	12	/	-13	3.0
9	OCC[C@H]1C[C@@H](O)[C@H](O)[C@@]2(OCc3ccccc32)O1
 : -2	-15	15	10	-25	-1	11	-2	-10	-9	1.1
23	CC(C)(C)OC(=O)C[C@@H]1C/C=C\C[C@@H](CC(=O)N[C@H](CO)Cc2ccccc2)C(=O)N2CCC[C@@H]2COC1=O
 : -8	4	6	10	-4	/	5	6	-1	-6	-0.8

Additional records.
The line under a structure holds: Peg3 prom inh	NR2E3 ag-1	HIF-2a inh	H9c2 protect	PDI inh	NR2E3 ag-2	HTR2A ag	Shn3 3UTR inh	TRPM1 prom inh	CaV13 FRET inh	hiPSC survival
31	CCOC(=O)[C@]12CCC=C1N(Cc1ccccc1)C(=O)[C@H](CC(=O)N1CCOCC1)C2
 : /	-7	18	/	/	/	2	/	/	-6	-0.2
32	CCSc1nnc(NC(=O)CSc2nc3c(c(=O)n2CCOC)SC(C)C3)s1 (centres undefined)
 : 12	-1	15	-8	/	6	2	64	9	-3	-1.2
33	COc1cccc(C(C(=O)NC2CCCC2)N(C(=O)CNC(=O)c2ccco2)c2cccnc2)c1 (centres undefined)
 : -6	-25	11	-6	-21	0	6	12	8	-2	-0.7
34	Clc1ccc(SCCCCn2ccnc2)cc1
 : 6	-20	-3	-5	-3	5	-5	1	-1	-7	4.9
35	COc1cccc(C(=O)NCCn2ccc3ccccc32)c1
 : -288	-65	-256	-3	/	1	6	-62	/	-2	1.9
36	COc1ccccc1N1CCN(C(CNS(=O)(=O)c2ccc(C)cc2)c2cccnc2)CC1 (centres undefined)
 : 11	12	3	-1	3	-3	-5	34	3	-5	2.0
37	O=C(NCCCc1ccccc1)c1cccc(NC(=O)C2CC2)c1
 : -11	-7	-25	10	-10	/	0	-32	-11	-3	0.9
38	O=C(Nc1cccc(F)c1)/C(=C\c1cccnc1)NC(=O)c1cccs1
 : -8	9	3	7	-1	4	3	18	5	-4	4.3
39	CCOc1ccccc1NC(=O)NCc1ccccc1F
 : -5	6	-6	-5	1	3	0	-4	-7	-5	-1.0
40	COc1ccc(N2CCN(C(=O)COC(=O)CCS(=O)(=O)c3ccc(C)cc3)CC2)cc1
 : 3	3	3	-6	-10	-5	6	-9	-6	-6	0.5
41	COC(=O)N/N=C(C)/C=C/c1ccccc1
 : -116	-31	-101	-3	10	2	-5	-11	-7	-1	1.9
42	O=C(Nc1ccccc1)/C(=C/c1ccccc1)NC(=O)c1ccco1
 : -9	10	-9	0	-7	-1	-3	4	-1	-22	1.5
43	COC(=O)c1[nH]c2ccc(Br)cc2c1NC(=O)CN1CCN(C2CCCCC2)CC1
 : 104*	20	68*	-38	-2	-1	2	-5	86*	-6	-5.9
44	O=C(CSc1oc(-c2cccs2)nc1S(=O)(=O)c1ccccc1)NC1CCCCC1
 : 25	16	0	1	-5	1	-3	-8	6	-5	-1.7
45	O=C(O)c1ccc(-c2noc(-c3ccccc3Cl)n2)cc1
 : -28	-84	-74	-4	0	3	13	-96	-9	-4	1.0
46	O/N=C1\CC2(Cc3nonc31)OCCO2
 : 13	-3	10	8	8	-1	1	-11	-1	-5	7.2
47	O=C(CSc1nnc(-c2ccncc2)o1)Nc1nncs1
 : 19	4	9	-4	2	6	0	-1	-6	-2	-0.4
48	CCn1nc(C)c(CN2CCCC(CNS(=O)(=O)c3ccc(OC)cc3)C2)c1C (centres undefined)
 : -2	9	11	-11	6	-2	-4	37	1	-3	0.4
49	COCCCNC(=O)Cn1ccc(N)nc1=O
 : -3	17	-1	5	-3	-3	-1	-7	0	-10	-3.7

Results in sequence from the list.
PDI inh for entries 39 to 44: 1, -10, 10, -7, -2, -5
NR2E3 ag-2 for entries 39 to 44: 3, -5, 2, -1, -1, 1
NR2E3 ag-1 for entries 39 to 44: 6, 3, -31, 10, 20, 16
